PLAP inhibitors HTS = PLAP enzyme inhibitors, biochemical, luminescence, HTS (AID 690). purified PLAP, luminescent substrate; higher % means a stronger effect. inhibition, % at 20 µM; hits with a dose series show IC50 in µM. 96,000 tested, 0.08% active; in the data active = a potency from the dose series; inactive = the rest, 99 in 100 with inhibition below about 30%; also: strong numbers were not always called active
Bcl-B TR3 displacers = displacers of TR3 peptide from Bcl-B, primary screen, selectivity assay for Bfl-1 inhibitor project, biochemical, fluorescence polarization; FP displacement of FITC-TR3 peptide from Bcl-B; higher % means a stronger effect; one-dose displacement, % at 20 µM; IC50 in µM for titrated hits; 96,000 tested, 0.11% active;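 active = displacement above 50% at 20 µM plus a fluorescence interference ratio under 1.5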;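 also: plate controls were wells without compound for no effect and wells lacking Bcl-B protein for full effect; a part of the inactive calls stands beside numbers as strong as those of hits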
MRP resist rev = MRP-mediated drug resistance reversal. H69AR cells + 2 uM doxorubicin, CellTiter-Glo, 72 h. differential viability (reversal), % at 10 µM. 85,000 tested, 0.04% active. AID 602;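 active = viability drop by adding the cancer drug above about 55%, with treated viability meeting a 40% cutoff, limit read from the data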;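 also: viability without doxorubicin minus viability with 2 µM doxorubicin for each compound; larger differential means the compound sensitizes cells more to doxorubicin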
IL1B NFkB pot = enhances IL-1B driven NFkB nuclear translocation; 94,000 tested, 0.3% active; HUVEC IL-1B NFkB p65 nuclear translocation imaging; activation, % at 2 µM;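 active = activation above 40%, about the mean plus 3 SD, also judged a hit on visual image review; inconclusive = activation above 40% but not a hit on visual review; inactive = activation not above 40% and no visual hit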;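 also: percent activation is computed from the nuclear over cytoplasmic p65 intensity ratio; values of inactives mirror those of a sister screen read the other way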
NFkB transloc inh = blocks IL-1B driven NFkB nuclear translocation in HUVEC cells | HUVEC IL-1B NFkB p65 nuclear translocation imaging | 94,000 tested, 0.43% active | AID 796 | inhibition, % at 2 µM;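 active = inhibition above about 30% together with a positive call from visual inspection of the well image, limit read from the data; inconclusive = inhibition above a set limit but visual check negative; inactive = inhibition not above a set limit, visual check negative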;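 also: nuclear over cytoplasmic p65 intensity ratio measured by imaging; 0% = IL-1B stimulated DMSO wells and 100% = unstimulated DMSO wells; values of inactives mirror those of a sister screen read the other way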
MRP resist rev cytotoxicity = second read-out of MRP resist rev, no call of its own (marks repeat the call); viability, %; H69AR cells, CellTiter-Glo, 72 h; measured here: cytotoxicity without doxorubicin
MRP resist rev with doxorubicin = second read-out of MRP resist rev, no call of its own (marks repeat the call); viability, %; measured here: viability with 2 uM doxorubicin; active compounds read low
NFkB transloc inh cell count 2 µM = second read-out of NFkB transloc inh, no call of its own (marks repeat the call); cell count; measured here: cells passing quality filter;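 raw number of nuclei counted in each imaged well without normalization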
IL1B NFkB pot cell count 2 µM = further read-out of IL1B NFkB pot, marked with its call; cell count; measured here: cells passing quality filter
Starred values were filed as active, the others as inactive; ? = inconclusive; · = not tested or not shown.

structure	PLAP inhibitors HTS	Bcl-B TR3 displacers	MRP resist rev	MRP resist rev cytotoxicity	MRP resist rev with doxorubicin	IL1B NFkB pot	IL1B NFkB pot cell count 2 µM	NFkB transloc inh	NFkB transloc inh cell count 2 µM
c1ccc(CNc2nc3ccccc3n3cnnc23)nc1	6%	6%	6	82	76	-16	180	16	180
c1ccc2sc(NC3=NCN(Cc4ccc5c(c4)OCO5)CN3)nc2c1	9%	-8%	-5	98	103	-1	150	1	150
CCN(CC)c1ccc(N=Cc2ccc(N(CC)CC)cc2O)cc1	-25%	-57%	-13	57	70	2	63	-2	63
Cc1ccc(OCC(=O)Nc2ccc([N+](=O)[O-])cn2)cc1C	·	·	·	·	·	8	116	-8	116
Cc1ccc(NC(=O)CC2COc3ccccc3O2)cc1 (configuration not stated)	0%	-10%	26	109	83	11	176	-11	176
O=C(CS(=O)(=O)c1ccc(Cl)c(Cl)c1)Nc1ccccc1Cl	12%	0%	·	·	·	7	108	-7	108
C(=N\n1cnnc1)/c1cccc2ccccc12	7%	1%	-14	90	104	7	199	-7	199
CCc1nc(C)cn1S(=O)(=O)c1cc(C)c(OC)cc1C	-8%	-26%	-14	85	100	2	184	-2	184
CCC(C)NC(=O)C1CCCN(C(=O)Nc2ccc(F)cc2)C1 (configuration not stated)	3%	-12%	-4	104	107	·	·	·	·
CCOc1ccc2nc(NC(=O)CSc3nc(SC)ns3)sc2c1	2%	-12%	·	·	·	20	96	-20	96
COCCCNc1ncnc2c1[nH]c1ccccc12	1%	0%	·	·	·	-6	194	6	194
c1cc(N2CCCC2)ccc1C(c1nnnn1C1CCCCC1)N1CCOCC1 (configuration not stated)	-49%	-3%	15	82	67	?	·	-61	218
Cc1ccc(SC(C)C(=O)Nc2c(C)n(C)n(-c3ccccc3)c2=O)cc1 (configuration not stated)	-13%	0%	7	97	90	-20	62	20	62
Cc1cccc(C(=O)N(C)c2nnc(-c3ccncc3)s2)c1	·	·	·	·	·	-1	101	1	101
CC1(C)CCCC2=C1CC1C(=O)N(Cc3cccnc3)C(=O)C1C2 (configuration not stated)	-9%	-2%	3	86	83	-18	146	18	146
Cc1cnc(C(=O)Nc2nnc(C(C)C)s2)cn1	-50%	-2%	·	·	·	25	143	-25	143
O=Cc1ccc2noc(-c3ccc(F)cc3)c2c1	14%	80%	-36	43	79	13	192	-13	192
CSc1ccc(-c2nc(CSCC(=O)N3CCOCC3)c(C)o2)cc1	-58%	2%	-14	71	86	32	129	-32	129
CCSc1nc(-c2ccc(OC)cc2)n(-c2nc3ccccc3s2)n1	12%	6%	-12	84	96	11	124	-11	124
Cc1ccc(C(C(=O)NC2CCCC2)N(Cc2cccs2)C(=O)c2csnn2)o1 (configuration not stated)	·	·	4	81	77	18	106	-18	106

Later entries.
structure	PLAP inhibitors HTS	Bcl-B TR3 displacers	MRP resist rev	MRP resist rev cytotoxicity	MRP resist rev with doxorubicin	IL1B NFkB pot	IL1B NFkB pot cell count 2 µM	NFkB transloc inh	NFkB transloc inh cell count 2 µM
C/C(CC(=O)Nc1ccc(OCc2ccccc2)cc1)=N\NC(=O)C(=O)Nc1ccccc1C	-44%	-2%	·	·	·	14	130	-14	130
CC(C)N1C(=O)C2C(C(=O)NC3CCCCC3)C3C=CC2(O3)C1C(=O)NC1CCCC1 (configuration not stated)	-10%	1%	-9	92	101	12	134	-12	134
Cn1c(=O)[nH]c(=O)c2c1nc(N1CCOCC1)n2CCSc1ncccn1	·	·	3	103	99	9	91	-9	91
O=C(NCCN1C(=O)C2C3C=CC(C3)C2C1=O)N1CCOCC1 (configuration not stated)	3%	0%	0	96	96	1	57	-1	57
CCn1c(COc2cccc(OC)c2)nnc1SCC(=O)Nc1cccc(OC)c1	-69%	-15%	-4	92	96	-3	145	3	145
CC(=O)C(Sc1ccc2nnc(-c3ccc(C)cc3)n2n1)C(C)=O	-23%	-5%	-23	59	81	-14	147	14	147
Cc1ccccc1Nc1nc(-c2sc(NC(=O)c3ccc([N+](=O)[O-])cc3)nc2C)cs1	-16%	2%	·	·	·	5	144	-5	144
Nc1nc2c(s1)C(=O)CCC2	-5%	2%	-6	99	105	7	129	-7	129
Cc1c(C=O)c2ccccn2c1C(=O)c1ccccc1	-1%	-6%	11	77	66	3	55	-3	55
COc1ccc(OC)c(S(=O)(=O)NCCC2=CCCCC2)c1	-49%	-4%	1	93	92	10	146	-10	146
COC(=O)C1=C(C)NC(=O)/C1=C\c1cc(C)n(-c2cc(C)cc(C)c2)c1C	-26%	0%	-1	103	104	18	68	-10	165
COc1cccc(/C=N/n2c(N)c(S(=O)(=O)c3cccs3)c3nc4ccccc4nc32)c1	3%	-7%	·	·	·	3	168	-3	168
N#Cc1c(NC(=O)CCCN2C(=O)c3ccccc3C2=O)oc(-c2ccccc2)c1-c1ccccc1	4%	-9%	12	103	91	6	203	-6	203
CC1CCCCC1NC(=O)CN1C(=O)NC(C)(c2ccc(OC(F)F)cc2)C1=O (configuration not stated)	-1%	-10%	-6	93	99	·	·	·	·
O=C(Cc1ccccc1)Nc1nc2ccccc2[nH]1	1%	5%	16	100	84	-3	159	3	159
CCCOc1ccc(C(=O)C(CN2CCOCC2)c2ccccc2)cc1 (configuration not stated)	·	·	-3	2	5	2	181	-2	181
COCCCN=CC1=C(O)CC(C)(C)CC1=O	-5%	4%	·	·	·	10	176	-10	176
CCCc1nnc(SCC(=O)Nc2ccc(OC)cc2)n1N	-4%	-4%	·	·	·	1	93	-1	93
O=C(c1ccncc1)N1CCN(c2ccc(F)cc2)CC1	4%	14%	23	102	79	9	168	-9	168
O=C(CCN1C(=O)c2ccccc2C1=O)N1CCN(C2c3ccccc3-c3ccccc32)CC1	-46%	0%	·	·	·	-4	115	4	115

Continuation:
structure	PLAP inhibitors HTS	Bcl-B TR3 displacers	MRP resist rev	MRP resist rev cytotoxicity	MRP resist rev with doxorubicin	IL1B NFkB pot	IL1B NFkB pot cell count 2 µM	NFkB transloc inh	NFkB transloc inh cell count 2 µM
COCCn1c(SCC(N)=O)nnc1-c1c[nH]c2ccccc12	7%	-4%	10	99	89	·	·	·	·
COc1ccccc1-c1coc2cc(O)cc(O)c2c1=O	9%	6%	4	96	92	18	151	-18	151
Oc1oc(-c2ccccc2)nc1C=NCc1ccccc1	42%	21%	15	91	76	21	175	-21	175
O=C1CC(SCc2nc3ccccc3[nH]2)C(=O)N1c1cccc(Cl)c1 (configuration not stated)	-33%	-11%	1	96	95	15	177	-15	177
O=C(c1ccc(Br)o1)N1CCN=C1SCc1cccnc1	-12%	0%	-3	81	84	16	157	-16	157
Cc1ccc2nc(NC(=O)CCCc3nc4ccccc4s3)sc2c1	23%	5%	-6	84	90	27	170	-27	170
CCCCCOc1ccc(C2C(C(C)=O)=C(C)Nc3ncnn32)cc1OC (configuration not stated)	-15%	3%	·	·	·	29	212	-29	212
CN(C)C(=O)Nc1cnc2ccccc2c1	16%	-1%	10	95	85	21	110	-21	110
Cn1c(=O)n(C)c2cc(S(=O)(=O)NCc3ccco3)ccc21	0%	4%	17	110	93	·	·	·	·
COC(=O)c1ccc(OCCn2cnc3ccccc3c2=O)cc1	-3%	-10%	-6	90	96	·	·	·	·
COC(=O)c1c(NC(=O)c2cnccn2)sc2c1CCC2	-25%	-6%	·	·	·	10	169	-10	169
COC(=O)c1ccc(CSc2nc3c(c(=O)n2-c2ccccc2)SCC3)o1	-8%	-3%	-9	84	93	·	·	·	·
Cc1nn(-c2ccccc2)c2sc(-c3n[nH]c(=S)o3)cc12	-21%	-2%	·	·	·	·	·	·	·
COC(=O)c1ccc(NC(=O)CSc2nnc(COc3c(C)cccc3C)o2)cc1	-2%	-2%	5	97	91	13	180	-12	180
COc1ccc(NC(=O)CN2CCN(S(=O)(=O)c3ccc(C(C)C)cc3)CC2)cc1OC	6%	-9%	-3	78	81	·	·	·	·
Clc1ccc(CSc2nccn2Cc2ccccc2)cc1	-9%	-10%	·	·	·	-3	195	3	195
CCCCc1cc(=O)oc2cc(C)cc(O)c12	-19%	-7%	-10	10	20	8	161	-8	161
O=C(Nc1ccc2c(c1)OCO2)C(c1ccccc1)N1CCN(C(=O)c2ccco2)CC1 (configuration not stated)	-94%	3%	9	104	95	·	·	·	·
Cc1ccccc1N(C(=O)Cn1nnc(-c2cccs2)n1)C(C(=O)NCCC(C)C)c1ccco1 (configuration not stated)	-23%	2%	-10	69	79	3	142	-4	142
CC(=O)c1cccc(-n2nnnc2SCC(=O)Nc2cccc(NC(=O)c3ccco3)c2)c1	-45%	-8%	7	78	71	9	125	-9	125

The list continues.
structure	PLAP inhibitors HTS	Bcl-B TR3 displacers	MRP resist rev	MRP resist rev cytotoxicity	MRP resist rev with doxorubicin	IL1B NFkB pot	IL1B NFkB pot cell count 2 µM	NFkB transloc inh	NFkB transloc inh cell count 2 µM
COC(=O)c1ccc(NC(=O)C(=O)N2CCCC2)cc1	-15%	9%	-8	79	87	14	59	-14	59
O=C(CNCc1ccco1)Nc1ccccc1-n1cccc1	·	·	·	·	·	2	133	-2	133
CCOC(=O)C(C(=O)OCC)C(Nc1ccc(Br)cc1)c1ccccc1 (configuration not stated)	10%	-2%	·	·	·	-5	109	5	109
Cc1cc(C2N=C(N)Nc3nc4ccccc4n32)c(C)n1-c1ccccc1Cl (configuration not stated)	-199%	-23%	-4	69	72	·	·	·	·
COc1ccc(N2CCN(Cc3nc(N)nc(Nc4ccc(C)c(Cl)c4)n3)CC2)cc1	-39%	1%	-28	23	51	-9	173	9	173
Cc1cc(C)n(-c2nc3ccccc3nc2N2CCCCCC2)n1	-55%	0%	-2	88	90	-1	97	1	97
O=C(Nc1ccc2oc(-c3ccccc3F)nc2c1)c1cncc(Br)c1	-38%	-44%	12	45	33	1	71	-1	71
COc1c2c(nc3occc13)C(CCC(C)(C)O)(OC)C(O)CC2 (configuration not stated)	-25%	-1%	-3	90	93	37	163	-36	163
COc1ccc(-c2onc3ccc(Cl)cc23)cc1	8%	-2%	·	·	·	-4	169	4	169
Cc1cccc(NC(=O)c2sccc2-n2cccc2)c1C	11%	-12%	11	90	78	·	·	·	·
Cc1nn2c3cc(N4CCOCC4)ccc3nc2c2ccccc12	·	·	·	·	·	8	78	-8	78
CCOC(=O)c1ccc(Oc2nc(NC)nc(OC)n2)cc1	11%	-2%	7	90	83	-4	144	4	144
CCCC1C(C#N)=C(N)Oc2cc(C)n(C)c(=O)c21 (configuration not stated)	-28%	0%	3	91	88	-1	106	1	106
Cc1ccccc1N1C(=O)c2ccccc2NC1c1ccncc1 (configuration not stated)	·	·	0	79	79	-5	180	5	180
O=C(CN1CCCCC1)Nc1cccc2c1OCO2	-45%	16%	29	96	67	12	178	-12	178
Cc1cccn2c(=O)c3cc(C(=O)NCC4CCCO4)c(=N)n(CCN4CCOCC4)c3nc12 (configuration not stated)	-47%	3%	-4	79	83	3	195	-3	195
CCOC(=O)N1CCN(C(=O)c2ccc3c(=O)n(CC4CCCO4)c(=S)[nH]c3c2)CC1 (configuration not stated)	-9%	-18%	3	80	77	-4	146	4	146
COC(=O)c1c(C)oc2ccc(N(C(=O)c3ccncc3)S(=O)(=O)c3ccccc3)cc12	-40%	-11%	·	·	·	-9	127	9	127
COc1ccc(CNC(=O)COC(=O)C2=COCCO2)cc1	15%	-28%	-8	97	106	-20	187	20	187

Quoted at random: 3 records from the list.
structure	PLAP inhibitors HTS	Bcl-B TR3 displacers	MRP resist rev	MRP resist rev cytotoxicity	MRP resist rev with doxorubicin	IL1B NFkB pot	IL1B NFkB pot cell count 2 µM	NFkB transloc inh	NFkB transloc inh cell count 2 µM
C(=N\n1cnnc1)/c1cccc2ccccc12	7%	1%	-14	90	104	7	199	-7	199
c1ccc(CNc2nc3ccccc3n3cnnc23)nc1	6%	6%	6	82	76	-16	180	16	180
COCCCN=CC1=C(O)CC(C)(C)CC1=O	-5%	4%	·	·	·	10	176	-10	176

High-throughput results: PubChem BioAssay, several laboratories

These rows are one share of the data; rates above refer to the full screens.
